Source: PubChem BioAssay (Vanderbilt University)
GIRK2 act – activators of NPY4-receptor-primed GIRK2 channels, summary, cell-based, HEK293, thallium flux | G protein-activated inward rectifier potassium channel 2 (Homo sapiens), P48051 | HEK293 GIRK2/NPY4 cells, thallium flux fluorescence | activation (% efficacy), % for hits at 37.5 µM | 34,000 tested, under 10 active | AID 1259324, 2017;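 active = primary screen hit, no activity in plain HEK293 cells, and in GIRK2-only cells above 5% efficacy rising with concentration; inactive = the rest, including fluorescent compounds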;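 note: efficacy is normalized control-subtracted fluorescence 15 s after thallium addition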
Target sequence (P48051 whole entry, looked up): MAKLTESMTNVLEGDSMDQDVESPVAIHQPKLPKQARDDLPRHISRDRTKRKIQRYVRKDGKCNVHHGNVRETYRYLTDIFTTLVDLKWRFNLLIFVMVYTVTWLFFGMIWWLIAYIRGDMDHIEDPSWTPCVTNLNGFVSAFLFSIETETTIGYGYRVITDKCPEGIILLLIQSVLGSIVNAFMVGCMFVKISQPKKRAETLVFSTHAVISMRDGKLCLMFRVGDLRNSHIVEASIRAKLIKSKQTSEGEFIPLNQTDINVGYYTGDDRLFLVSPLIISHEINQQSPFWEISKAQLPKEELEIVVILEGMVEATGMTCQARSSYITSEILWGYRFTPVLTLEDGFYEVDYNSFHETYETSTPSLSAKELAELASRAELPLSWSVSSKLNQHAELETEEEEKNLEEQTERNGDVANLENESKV
Calls only; i = inactive.

| compound | GIRK2 act |
| --- | --- |
| CC(Oc1ccccc1F)C(=O)NCCCn1nc(-c2ccco2)ccc1=O (configuration not stated) | i |
| COCCNC(=O)Cc1ccc(NC(=O)c2ccc(Cl)c(Cl)c2)cc1 | i |
| CCCN1C(=O)NC2(CCN(S(=O)(=O)c3ccc4c(c3)CCN4C(C)=O)CC2)C1=O | i |
| COc1ccc(C)cc1NC(=O)CSc1nc(=O)n(N2CCN(C)CC2)c2c1CCCC2 | i |
| COCC(=O)Nc1ccccc1NC(=O)c1ccco1 | i |
| COc1ccc(-c2nc(NC(=O)c3cc(C)no3)sc2C)cc1 | i |
| Cc1cc(NC(=O)c2cccc(S(=O)(=O)C(C)C)c2)n(C(C)C)n1 | i |
| Cn1nc(-c2cccc(NC(=O)COc3ccccc3)c2)ccc1=O | i |
| CNC(=O)c1nsc(C(=O)N2CCCC(C)C2)c1N (configuration not stated) | i |
| Cc1ccc(C)c(-c2csc(NC(=O)c3cccc(S(=O)(=O)C(C)C)c3)n2)c1 | i |
| CCn1ccc(C(=O)Nc2nc(C)c(C(C)=O)s2)n1 | i |
| Cc1csc(C(=O)Nc2onc3c2CSC3)c1 | i |
| O=C(COc1ccccc1)N1CCN(c2nccn2-c2cccc(Cl)c2)CC1 | i |
| CSc1ccccc1C(=O)NCC(c1ccsc1)N(C)C (configuration not stated) | i |
| COc1cccc(-c2csc(CN3CCN(S(=O)(=O)c4c(C)noc4C)CC3)n2)c1 | i |
| Cc1noc(CNC(=O)CCC2CCCCC2)n1 | i |
| COc1ccc(S(=O)(=O)NCCNc2ccc(Nc3ccncc3)nn2)cc1OC | i |
| O=C(c1cc2cc([N+](=O)[O-])ccc2oc1=O)N1CCC(Cc2ccccc2)CC1 | i |
| O=C(Cc1ccc(NC(=O)NCc2cccc3ccccc23)cc1)NCC(F)(F)F | i |
| O=C(CN1C(=O)c2ccccc2S1(=O)=O)Nc1cccc(Cl)c1 | i |
| O=S(=O)(c1ccc2c(c1)OCCO2)N1CCC(c2cccs2)CC1 | i |
| CCCCCOc1cccc(C(=O)Nc2nnc(-c3ccnn3C(C)C)o2)c1 | i |
| CCOc1ccc(OCCNC(=O)c2cccc(C(F)(F)F)c2)cc1 | i |
| Cc1ccc(C(CNC(=O)C(=O)NCc2ccccc2)N2CCOCC2)cc1 (configuration not stated) | i |
| CC(C)(C)C(=O)N1CCc2ccc(NS(=O)(=O)c3cccs3)cc21 | i |
| CCCOc1ccc(N2CCN(C(=O)c3ccc4c(c3)OCO4)CC2)nn1 | i |
| Cn1nnc2c(N3CCN(CC(=O)Nc4ccccc4C(F)(F)F)CC3)ncnc21 | i |
| O=C(CCCNC(=O)c1cc(-c2cccs2)[nH]n1)Nc1cccc2cccnc12 | i |
| CCc1ccc(S(=O)(=O)NCC(=O)N2CCOC(c3ccccc3)C2)s1 (configuration not stated) | i |
| Cc1cc(C)c(C)c(S(=O)(=O)NCCc2ccsc2)c1C | i |
| CCOc1ccc(-c2ccc(=O)n(CC(=O)N3CCCCC3)n2)cc1 | i |
| N#Cc1ccccc1NC(=O)CSc1nccnc1N1CCSCC1 | i |
| CC(=O)Nc1cc(C)nn1-c1nc(-c2ccccc2)cs1 | i |
| COc1ccc(-c2cc(=O)n(CC(=O)N3CCc4ccccc4C3)cn2)cc1 | i |
| O=C(Cc1cc(-c2cc3ccccc3o2)on1)Nc1cccc(F)c1 | i |
| CCn1nccc1C(=O)N1CCN(c2nc3c(C(C)C)cccc3s2)CC1 | i |
| COc1ccc(Cn2c(=O)oc3ccc(Cl)cc32)cc1OC | i |
| O=C(CSCc1ccccc1)N(Cc1ccsc1)C1CC1 | i |
| CC(C)CC(NC(=O)CC12CC3CC(CC(C3)C1)C2)C(=O)N1CCOCC1 (configuration not stated) | i |
| O=C(Nc1ccc(CC(=O)N2CCCC2)cc1)Nc1cccc(C(F)(F)F)c1 | i |
| COc1nn(C)cc1C(=O)NCCn1nc(C)cc1C | i |
| CSCCC(C)(O)CNC(=O)C1CC(=O)N(c2ccc(C)c(C)c2)C1 (configuration not stated) | i |
| COc1ccccc1CCNC(=O)Cn1cnc(-c2cccs2)cc1=O | i |
| O=C(NCC1CCN(C(=O)c2cc3ccccc3o2)CC1)c1nc2ccccc2s1 | i |
| COc1ccc(CCNC(=O)COc2ccc(C(C)C)c(C)c2)cc1OC | i |
| CN(C)C(=O)Cc1ccc(NC(=O)Nc2ccc3c(c2)OCO3)cc1 | i |
| COc1ccc(CNC(=O)c2sc(-n3cccc3)nc2C(C)C)c(OC)c1 | i |
| COc1ccc(NC(=O)CCCS(=O)(=O)c2ccccc2)c2ccccc12 | i |
| O=C(Nc1cc(-c2cccs2)nn1CCO)C1(c2ccccc2)CCOCC1 | i |
| O=C(Cc1ccc(-c2ccccc2)cc1)NCC1(O)CCOCC1 | i |

Among those listed so far, these contain fluorine:
| compound | GIRK2 act |
| --- | --- |
| CC(Oc1ccccc1F)C(=O)NCCCn1nc(-c2ccco2)ccc1=O (configuration not stated) | i |
| O=C(Cc1ccc(NC(=O)NCc2cccc3ccccc23)cc1)NCC(F)(F)F | i |
| CCOc1ccc(OCCNC(=O)c2cccc(C(F)(F)F)c2)cc1 | i |
| Cn1nnc2c(N3CCN(CC(=O)Nc4ccccc4C(F)(F)F)CC3)ncnc21 | i |
| O=C(Cc1cc(-c2cc3ccccc3o2)on1)Nc1cccc(F)c1 | i |
| O=C(Nc1ccc(CC(=O)N2CCCC2)cc1)Nc1cccc(C(F)(F)F)c1 | i |

Another view of some results above:
> CCCOc1ccc(N2CCN(C(=O)c3ccc4c(c3)OCO4)CC2)nn1
  GIRK2 act: i
> Cn1nnc2c(N3CCN(CC(=O)Nc4ccccc4C(F)(F)F)CC3)ncnc21
  GIRK2 act: i
> O=C(CCCNC(=O)c1cc(-c2cccs2)[nH]n1)Nc1cccc2cccnc12
  GIRK2 act: i
> CCc1ccc(S(=O)(=O)NCC(=O)N2CCOC(c3ccccc3)C2)s1 (configuration not stated)
  GIRK2 act: i

Carrying on.
| compound | GIRK2 act |
| --- | --- |
| O=C(NCC(c1ccc2c(c1)OCO2)N1CCN(c2ccccc2F)CC1)c1cnccn1 (configuration not stated) | i |
| CS(=O)(=O)N1CCCc2ccc(NC(=O)C(=O)NCc3ccccc3)cc21 | i |
| Cc1noc(C2CN(S(C)(=O)=O)C2)n1 | i |
| O=C(c1ccc(Br)o1)N1CCC(c2nnc(-c3ccco3)s2)CC1 | i |
| COc1ccc(C)cc1NC(=O)C(=O)NCC1CCN(C(=O)Oc2ccccc2)CC1 | i |
| CCOc1cc(C(=O)N2CCOC(c3ccccc3)C2)cc(OCC)c1OCC (configuration not stated) | i |
| CSc1ccccc1C(=O)NCC1CCN(C(=O)COc2ccccc2)CC1 | i |
| COc1cccc(OCC(=O)NCC2(O)CCCC2)c1 | i |
| COc1cc(Cl)c(C)cc1NC(=O)c1cccc(Br)c1 | i |
| Cc1cccc2sc(NC(=O)C3(c4cc(-c5ccco5)on4)CC3)nc12 | i |
| Cc1cc(C(=O)N(CCCN2CCOCC2)c2nc3c(F)cc(F)cc3s2)on1 | i |
| CSc1ccccc1C(=O)N(Cc1cccn1C)C1CC1 | i |
| Cc1ccc(C(CNC(=O)C(=O)NCc2ccc3c(c2)OCO3)N(C)C)cc1 (configuration not stated) | i |
| Cc1cc(S(=O)(=O)NCC(O)Cc2ccccc2)ccc1F (configuration not stated) | i |
| Cc1nc(CSc2nnc(C)s2)cs1 | i |
| COc1ccc(CNC(=O)c2ccc3c(=O)n4c(nc3c2)SCCC4)cc1OC | i |
| COc1ccc(-c2cn(CC(=O)Nc3c(C)cccc3C)nc2N2CCOCC2)cc1 | i |
| CCCCn1c(=O)c2sccc2n2c(CCC(=O)NCc3ccc(Cl)cc3)nnc12 | i |
| O=C(COc1ccccc1F)NCC1CCN(Cc2ccccn2)CC1 | i |
| CCc1ccccc1NC(=O)CSc1nnc(CCn2ccc(=O)[nH]c2=O)o1 | i |
| COc1ccc(-c2ccc(NC(=O)COc3ccc(C(=O)c4ccccc4)cc3)cc2)nn1 | i |
| CC(=O)OCCCCn1c(COc2ccccc2)nc2ccccc21 | i |
| CC(C)Oc1ccc(C(F)(F)F)cc1N | i |
| CCCNC(=O)Cn1nc(-c2ccc(F)cc2)c2sc(C)nc2c1=O | i |
| C=CCc1cccc2cc(C(N)=O)c(=N)oc12 | i |

Next part
smiles	GIRK2 act
CCOc1ccccc1N1C(=O)C2CC(C)=C(C)CC2C1=O (configuration not stated)	i
COc1ccc(Cl)cc1S(=O)(=O)Nc1ccc(CC(=O)N2CCOCC2)cc1	i
Cc1cc(C(=O)N2CC(C(=O)Nc3cccc(NS(C)(=O)=O)c3)C2)no1	i
O=C(COc1ccc(Cl)cc1)NNC(=O)c1ccc(=O)n(Cc2ccc(Cl)cc2)c1	i
O=C(Cn1c(=O)oc2ccccc21)NCc1n[nH]c(=O)c2ccccc12	i
O=C(CSc1ccc(NC(=O)c2ccco2)nn1)Nc1ccc(C(F)(F)F)cc1	i
O=C(NCCC(O)c1cccs1)c1ccc(Cl)c(Cl)c1 (configuration not stated)	i
COc1ccc(NC(=O)c2ccc([N+](=O)[O-])cc2)cc1N1CCCCC1=O	i

Part of the list above in order of count of non-hydrogen atoms, largest number first.
smiles	GIRK2 act
O=C(COc1ccc(Cl)cc1)NNC(=O)c1ccc(=O)n(Cc2ccc(Cl)cc2)c1	i
O=C(CSc1ccc(NC(=O)c2ccco2)nn1)Nc1ccc(C(F)(F)F)cc1	i
O=C(Cn1c(=O)oc2ccccc21)NCc1n[nH]c(=O)c2ccccc12	i

(further entries)
smiles	GIRK2 act
Cc1ccc(N2CCN(S(=O)(=O)c3ccc(OC(F)(F)F)cc3)CC2)nn1	i
COc1ccc(-c2noc(-c3c(SC)nn(CC(=O)Nc4cccc(F)c4)c3N)n2)cc1	i
O=C(NCC1CCN(c2ncccn2)CC1)C(=O)Nc1cccc(C(F)(F)F)c1	i
Cc1cc(CN2CCC(CNS(=O)(=O)c3ccc(Br)s3)CC2)c(C)o1	i
CN(C)S(=O)(=O)c1ccc(C(=O)NCCCc2ccccc2)o1	i
Cn1cccc1CN(C(=O)COc1ccc(Cl)cc1Cl)C1CC1	i
CSc1ncccc1C(=O)NCC1CCN(S(=O)(=O)C2CC2)CC1	i
O=C(Cn1nc2c(c1NC(=O)c1ccc3c(c1)OCO3)CSC2)NCC1CCCO1 (configuration not stated)	i
O=C(Cn1cnc(-c2ccccc2)cc1=O)Nc1ccccn1	i
O=C(c1ccco1)N1CCc2ccc(NS(=O)(=O)c3ccccc3)cc21	i
Cc1ccc2nc(-c3ccc(NC(=O)C4CCCN4S(C)(=O)=O)cc3)sc2c1 (configuration not stated)	i
COc1ccc(CNC(=O)c2csc(NS(=O)(=O)c3ccc(OC)cc3)n2)cc1	i
COC(=O)N1CCC(CNS(C)(=O)=O)CC1	i
O=C(CSCc1ccccc1)NCC(O)(c1ccccc1)C(F)(F)F (configuration not stated)	i
CCOC(=O)CCC(=O)Nc1ccc(CC(=O)NCC(F)(F)F)cc1	i
COc1ccc(C(=O)NCCn2ncc3c(N4CCN(c5ncccn5)CC4)ncnc32)cc1OC	i
Cc1cc(NC(=O)C(=O)c2c(C)[nH]c3ccccc23)n(-c2nc(-c3cccs3)cs2)n1	i
COc1ccc(OC)c(COCC(O)CN2CCCCC2C)c1 (configuration not stated)	i
Cc1n[nH]c(C)c1S(=O)(=O)NCCOc1ccc(-c2cccs2)nn1	i
CCC(=O)Nc1ccc(S(=O)(=O)NCC(O)c2cccn2C)c(C)c1 (configuration not stated)	i
CC1Cc2cc(-c3cc(CC(=O)N4CCOCC4)no3)ccc2O1 (configuration not stated)	i
O=C(c1c[nH]c2ccccc12)N1CC(C(=O)N2CCc3ccccc3C2)C1	i
CCC(=O)N1N=C(c2ccc(NS(=O)(=O)c3ccccc3)cc2)CC1c1ccco1 (configuration not stated)	i
Cc1n[nH]c(C)c1S(=O)(=O)Nc1ccc2c(c1)CN(C(=O)c1cccs1)CC2	i
COc1ccc(-c2cn(CC(=O)Nc3cccc(C)c3)nc2N(C)C)cc1	i
COc1ccc(S(=O)(=O)NCC(O)(c2cccs2)C2CC2)c(C)c1 (configuration not stated)	i
Cc1cc(C)c(N(CC(O)CNCc2ccco2)S(C)(=O)=O)c(C)c1 (configuration not stated)	i
COc1ccc(C)cc1NC(=O)C(=O)NCC(O)C1CCCCC1 (configuration not stated)	i
O=C(CCn1cnc2c(cnn2-c2ccccc2)c1=O)NC(c1ccccc1)c1ccccc1	i
CN(C)C(CNC(=O)CCS(=O)(=O)c1ccccc1)c1ccsc1 (configuration not stated)	i
CCn1c(=O)c2c(nc3n(C(C)C)c(C)c(C)n23)n(C)c1=O	i
Cc1cc(C)c2sc(NC(=O)/C=C\c3ccccc3)nc2n1	i
COc1ccc(C)cc1S(=O)(=O)N1CCN(Cc2nc(-c3cccs3)cs2)CC1	i
COc1cccc(C2C3=C(CCCC3=O)OC3=C2C(=O)CCC3)c1OC	i
N#Cc1ccccc1NC(=O)C(=O)NCC1(O)CCCC1	i
CS(=O)(=O)c1cccc(C(=O)N(CCCn2ccnc2)c2nc3ccccc3s2)c1	i
COc1cccc(-c2cc(CC(=O)N3CC(C)OC(C)C3)no2)c1 (configuration not stated)	i
Cc1ccccc1NC(=O)NCC1CCN(C(=O)c2ccccc2F)CC1	i
COc1ccccc1CNS(=O)(=O)c1cc2c3c(c1)CCC(=O)N3CCC2	i
CCCCc1ccc(NC(=O)CSc2cc(N3CCC(C(=O)NCC)CC3)ncn2)cc1	i
COc1ccc(-c2cc3ccc4c(c3oc2=O)CN(CC2CCCO2)CO4)cc1OC (configuration not stated)	i
COc1cccc(CNC(=O)Cc2c(C)[nH]c(=O)[nH]c2=O)c1	i
Cc1cc(C)n(-c2cc(N3CCCC(C(=O)NCc4ccco4)C3)ncn2)n1 (configuration not stated)	i
CC(O)(CNS(=O)(=O)c1c(F)cccc1F)C1CC1 (configuration not stated)	i
COCC(=O)Nc1ccc(CC(=O)NCc2cccs2)cc1	i
CCn1nnc2c(NCc3cccs3)ncnc21	i
CC(C)Cn1c(C(C)NC(=O)c2ccco2)nc2ccccc21 (configuration not stated)	i
CCn1nc(C)cc1C(=O)N1CC(=O)Nc2ccccc21	i

A portion of the library; rates above refer to the full screens.
